High-throughput results deposited in PubChem by several laboratories.
NADH coupling – inhibitors of PK/LDH coupling enzymes, profiling panel, artefact control, biochemical, MLSMR library; IC50, µM (titrated, usually from 10 µM), without a hit: top-dose inhibition; coupled PK/LDH NADH assays, four targets; 0.02% of 65,000 active; AID 774, 2007;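 active = single-dose screening hits from any of four coupled enzyme assays that gave an IC50 when retested across doses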;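 also: the DPM-DC format reads NADH fluorescence rather than 340 nm absorbance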
HTR1A agonist – human 5-HT1a receptor agonists, primary screen, cell-based, CHO, Ga15 NFAT-bla reporter. CHO 5-HT1a Ga15 NFAT-bla reporter, FRET ratio; 0% basal, 100% maximal reference agonist. activation, % at 10 µM. 0.56% of 65,000 active. AID 567, 2006;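 active = activation above the screen-wide mean activation plus 3 SD, cut at about 19% in these data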;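 also: 0% = DMSO wells and 100% = 5-CT at EC100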
5-HT1A blocker – human 5-HT1a receptor antagonists, primary screen, cell-based, CHO, Ga15 NFAT-bla reporter; AID 612, 2007; 0.68% of 62,000 active; 5-hydroxytryptamine receptor 1A (Homo sapiens), P08908; CHO 5-HT1a Ga15 NFAT-bla reporter, antagonist mode; inhibition, % at 10 µM;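 active = inhibition above the mean of all tested compounds plus 3 SD, cut at about 43% in these data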;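 also: receptor stimulated by 5-CT agonist at 100 nM near EC80; beta-lactamase reporter measured by ratiometric fluorescence of a cleavable substrate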
RORA act – activators of orphan receptor RORA, primary screen, cell-based, luminescence; activation, % at 10 µM; 1.5% of 65,000 active; CHO-K1 Gal4-RORA LBD luciferase reporter; percent increase over mock-subtracted basal signal;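 active = activation above the mean of all tested compounds plus 3 SD, cut at about 49% in these data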;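 also: 0% = DMSO-treated RORA cells and 100% = added signal equal to DMSO minus mock-transfected cells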
Target sequence (P35398 whole entry, looked up, the tested form may be a part): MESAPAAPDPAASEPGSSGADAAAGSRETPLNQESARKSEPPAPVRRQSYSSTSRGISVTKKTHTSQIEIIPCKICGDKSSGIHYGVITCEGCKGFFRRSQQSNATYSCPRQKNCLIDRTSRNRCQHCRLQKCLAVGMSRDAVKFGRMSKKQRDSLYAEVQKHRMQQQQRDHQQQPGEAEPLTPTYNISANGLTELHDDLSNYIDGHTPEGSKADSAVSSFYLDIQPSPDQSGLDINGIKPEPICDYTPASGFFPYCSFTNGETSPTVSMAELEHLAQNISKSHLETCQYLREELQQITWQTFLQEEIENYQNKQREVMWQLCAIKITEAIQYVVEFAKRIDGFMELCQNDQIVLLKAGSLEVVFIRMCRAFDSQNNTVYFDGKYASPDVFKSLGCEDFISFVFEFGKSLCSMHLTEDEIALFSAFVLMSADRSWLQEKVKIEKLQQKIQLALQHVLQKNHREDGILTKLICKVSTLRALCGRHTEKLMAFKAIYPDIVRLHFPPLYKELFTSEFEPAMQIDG
MMP-13 inhibitor – human MMP13 inhibitors, primary screen, biochemical, FRET peptide cleavage; Collagenase 3 (Homo sapiens), P45452; MMP-13 fTHP FRET cleavage, Mca fluorescence; inhibition, % at 4 µM; 0.07% of 65,000 active;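 active = inhibition above the mean of compound-free control plate wells plus 3 SD, cut at about 14% in these data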;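 also: 0% = DMSO wells and 100% = wells with reference MMP-13 inhibitor after basal subtraction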
5HT1E antag – 5-HT1E receptor antagonists, primary screen, cell-based, HTS; 5-hydroxytryptamine receptor 1E (Homo sapiens), P28566; CHO 5-HT1E Ga15 NFAT-bla reporter, FRET, antagonist; inhibition, % at 6 µM; 0.99% of 65,000 active;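 active = inhibition above a set limit, the mean inhibition across every tested compound plus 3 SD, cut at about 29% in these data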;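 also: signal is the 460 over 535 nm emission ratio of beta-lactamase substrate; 0% = agonist plus DMSO wells and 100% = wells without agonist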
Target sequence (P28566 whole entry, looked up): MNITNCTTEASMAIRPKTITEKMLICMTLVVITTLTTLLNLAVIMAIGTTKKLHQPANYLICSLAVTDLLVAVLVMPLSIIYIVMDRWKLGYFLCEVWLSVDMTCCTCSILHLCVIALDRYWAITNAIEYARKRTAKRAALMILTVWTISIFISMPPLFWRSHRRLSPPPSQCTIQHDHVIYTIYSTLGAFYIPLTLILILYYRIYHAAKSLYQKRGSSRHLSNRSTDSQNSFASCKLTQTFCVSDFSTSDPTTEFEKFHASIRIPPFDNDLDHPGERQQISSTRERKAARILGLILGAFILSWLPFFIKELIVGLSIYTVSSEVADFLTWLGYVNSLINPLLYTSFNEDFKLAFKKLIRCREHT
SF-1 act – activators of human SF-1, primary screen, cell-based, CHO-K1, Gal4-SF-1 LBD, luciferase luminescence; CHO-K1 Gal4-SF-1 LBD luciferase reporter; % increase over DMSO SF-1-specific signal; AID 522, 2006; activation, % at 10 µM; Steroidogenic factor 1 (Homo sapiens), Q13285; 1.9% of 65,000 active;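 active = activation above the mean activation of all tested compounds plus 3 SD, cut at about 50% in these data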
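Assay system: CHO-K1 cells co-transfected with Gal4 DBD–human SF-1 LBD, 5xGal4 luciferase reporter; doses: 10 µM only; incubation: 20 h compound exposure at 37 °C after 1 h cell settling; signal: luciferase light emission; evaluation: percent activation versus DMSO; repeats: one test per compound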
5HT1E ag – 5-HT1E receptor agonists, primary screen, cell-based, HTS | activation, % at 6 µM | AID 574, 2007 | 0.69% of 65,000 active | CHO 5-HT1E Ga15 NFAT-bla reporter, FRET; 0% DMSO wells, 100% control agonist wells | 5-hydroxytryptamine receptor 1E (Homo sapiens), P28566;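 active = activation above a set limit, the screen-wide mean activation plus 3 SD, cut at about 8.5% in these data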;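 also: 100% = positive control agonist at 1 µM giving full maximal response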
Ecoli tolC – growth inhibitors of E. coli tolC mutant, primary screen, strain BW25113 ΔtolC::kan, 384-well. OD615. growth inhibition, % at 10 µM (by protocol). 2.2% of 65,000 active. AID 573, 2007;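 active = growth inhibition at or above a cutoff equal to the mean over every tested compound plus 3 SD, cut at about 60% in these data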;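 also: growth measured after 20 h incubation at 37 °C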
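Test system: E. coli BW25113 ΔtolC::kan bacteria | Medium: Kanamycin-containing LB broth (50 µg/mL) | Dosing: One dose of 10 µM final | Times: 20 h incubation with compound, 37 °C | Detection: Optical density read at 615 nm | Read-out basis: Percent growth inhibition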
* = called active by the depositor; i = inactive; / = not tested or not shown; [ ] = remark or other dose. Compounds were not picked by outcome; 7.2% or so of the library scored in one or more.

SMILES | NADH coupling | HTR1A agonist | 5-HT1A blocker | RORA act | MMP-13 inhibitor | 5HT1E antag | SF-1 act | 5HT1E ag | Ecoli tolC
O=c1cc(N2CCc3ccccc3C2)[nH]c(=O)n1-c1ccc(Br)cc1 | 2% | -1.3 | -4 | 0 | 2 | -9 | -23 | 0.3 | -4
O=C1c2ccccc2C(Nc2ccc3c(c2)OCCO3)N1c1ccc(Cl)cn1 (centres undefined) | 4% | 6.3 | 22 | 29 | -3 | 7 | 12 | -0.1 | 20
O=c1c2ccccc2nc(SCc2cn3ccsc3n2)n1-c1ccc(F)cc1 | 1% | 6.5 | 19 | -17 | 5 | 37* | 6 | 0.0 | 24
CCn1c2ccc(CC(=O)O)cc2c2cc(CC(=O)O)ccc21 | 4% | 0.4 | 4 | -3 | -4 | 1 | 0 | 0.1 | -7
Cn1c(=O)c2sccc2n2c(CCCC(=O)NCc3ccc4c(c3)OCO4)nnc12 | 6% | 0.4 | 13 | -14 | 1 | 9 | -6 | -0.2 | -20
O=C(CSc1nc(-c2ccccc2)cs1)NCc1ccco1 | 2% | 0.5 | -3 | 0 | 1 | -6 | -1 | 0.9 | 9
O=C(Nc1ccccc1)NC1CCN(Cc2nnnn2C2CCCCC2)CC1 | 4% | 0.2 | 11 | -2 | 4 | 4 | -5 | 1.8 | -5
O=C(O)c1ccc(CSc2nnc(-c3ccco3)o2)cc1 | 1% | -0.3 | 13 | 10 | -4 | 3 | -13 | 0.2 | -3
COc1ccc(-c2nc(C(N)=O)c3[nH]c(=O)n(-c4cccc(Cl)c4)c3n2)cc1OC | 1% | -0.4 | 3 | -3 | -4 | 16 | -14 | 0.8 | 14
CCCCOC(=O)C(C#N)c1nc2ccccc2nc1N1CCOCC1 (centres undefined) | 6% | -2.0 | 17 | 1 | 11 | 9 | -27 | -1.0 | 14
COc1ccccc1N1CCN(C(=O)COc2ccc(Cl)cc2)CC1 | 4% | -4.3 | -5 | -14 | 1 | -11 | -11 | -0.4 | 20
O=C(CCSCCc1ccncc1)NCCCN1CCOCC1 | 3% | -4.4 | 9 | 5 | 7 | 1 | -5 | -1.1 | -23
COc1cccc(-n2c(CNc3ccc(F)cc3)nnc2SCC(N)=O)c1 | 6% | -0.6 | 9 | 10 | 0 | -5 | 6 | -0.5 | -2
CC(C)(C)OC(=O)c1c(N)n(CCCN2CCCC2=O)c2nc3ccccc3nc12 | 13%[fluoresces] | 4.6 | 10 | 15 | -246[fluorescence artefact?] | -1 | 11 | 2.2 | -6
COc1cccc(CNC(=O)C2CCCN(c3nc4ccccc4o3)C2)c1 (centres undefined) | 9% | 2.9 | 8 | -14 | 2 | -2 | -6 | 0.2 | -7

The final 3 records of the section above lead into the next.
SMILES | NADH coupling | HTR1A agonist | 5-HT1A blocker | RORA act | MMP-13 inhibitor | 5HT1E antag | SF-1 act | 5HT1E ag | Ecoli tolC
COc1cccc(-n2c(CNc3ccc(F)cc3)nnc2SCC(N)=O)c1 | 6% | -0.6 | 9 | 10 | 0 | -5 | 6 | -0.5 | -2
CC(C)(C)OC(=O)c1c(N)n(CCCN2CCCC2=O)c2nc3ccccc3nc12 | 13%[fluoresces] | 4.6 | 10 | 15 | -246[fluorescence artefact?] | -1 | 11 | 2.2 | -6
COc1cccc(CNC(=O)C2CCCN(c3nc4ccccc4o3)C2)c1 (centres undefined) | 9% | 2.9 | 8 | -14 | 2 | -2 | -6 | 0.2 | -7
CN(C)C(=O)N1CCC(C(=O)NCc2ccc(F)cc2)CC1 | 1% | -0.4 | -11 | -17 | 0 | 2 | -1 | 1.9 | -7
CCCOc1ccc(C2C(C(=O)c3ccc(C)o3)=C(O)C(=O)N2CCCn2ccnc2)cc1 (centres undefined) | 4% | -0.7 | -5 | 2 | 0 | 2 | 4 | 0.8 | 2
Cc1ccc(-c2cn3cccnc3n2)cc1NC(=O)c1c(-c2ccccc2Cl)noc1C | 5%[fluoresces] | 1.8 | -9 | 40 | i[fluorescence artefact?] | 1 | 32 | 1.6 | 7
CCn1cc(C(=O)NCC2CCCO2)c(=O)c2cc(S(=O)(=O)N(C)C3CCCCC3)ccc21 (centres undefined) | 6% | -2.7 | -1 | -15 | 5 | 12 | 6 | 0.3 | 2
COc1cccc(-c2nc(CS(=O)(=O)CC(=O)Nc3c(C)cccc3C)c(C)o2)c1 | 2% | -1.7 | 11 | 2 | -10 | 1 | 17 | 0.3 | -10
CC1CCCCN1C(=O)CSc1nc2ccsc2c(=O)n1Cc1ccccn1 (centres undefined) | 1% | 0.0 | 2 | 29 | -4 | 6 | 10 | -0.1 | 11
CC1(C)CC(=O)C2=C(C1)OC(N)=C(C#N)C21CCN(C(=O)OCc2ccccc2)CC1 | 3% | -0.8 | 2 | -12 | 8 | 11 | -18 | -1.3 | -4
CCOc1cc(C(=O)O)cc(Cl)c1OCC#N | 7% | 5.7 | -5 | -15 | 0 | 5 | 8 | -0.3 | -12
Cc1ccc(-c2cc(=O)[nH][nH]2)c(C)c1 | 3% | -0.8 | 6 | 7 | 5 | 1 | -4 | -0.2 | 48
CCS(=O)(=O)n1nc(NCc2cccc(OC)c2)nc1NCc1cccc(OC)c1 | 5% | 0.1 | 2 | 1 | 1 | -3 | -14 | -0.6 | 32
Cc1ccc2cc(C#N)c(NCCNC(=O)C3CC3)nc2c1C | 14% | 3.1 | -19 | -17 | -88[fluorescence artefact?] | -2 | -8 | 1.5 | 2
S=c1[nH]nc(Cc2ccccc2)n1Cc1ccco1 | 5% | -0.7 | 18 | -8 | 3 | -1 | 0 | -1.1 | 12
CCC(=O)Nc1cc(C(F)(F)F)ccc1N1CCOCC1 | 5% | -1.0 | -3 | -3 | -4 | -1 | -5 | -0.2 | -12
COc1cccc2[nH]c3c(=O)n(CCN(C)C)cnc3c12 | 15%[fluoresces] | -0.6 | 2 | -18 | -144[fluorescence artefact?] | -4 | 4 | 1.0 | -14
COC(=O)c1ccc(CSc2nnc(CNC(=O)COc3ccc(Cl)cc3)o2)o1 | 6% | -7.2 | 18 | 2 | -1 | 3 | -10 | -0.1 | -5
COC(=O)COc1ccc(S(=O)(=O)NCC2CCCO2)cc1Cl (centres undefined) | 3% | -5.9 | 7 | 4 | 3 | -1 | 3 | -0.8 | -9
CC1CCN(C(=O)CSc2nnc(Cn3c(=O)sc4ccccc43)n2C)CC1 | 6% | -4.1 | -2 | 3 | 2 | -8 | 0 | 0.1 | 1
COc1ccc(-c2nc(-c3cccc(C(F)(F)F)c3)no2)cc1OC | 6% | 0.7 | -2 | -16 | -3 | 11 | -27 | 0.1 | -14
Cc1ccc2c(c1)c(C)c(C)n2CC(O)CN1CCOCC1 (centres undefined) | 3% | 0.1 | -4 | 6 | -2 | 6 | -2 | -1.1 | 3
COc1cccc(OCCCN2CCCCC2)c1 | 0% | -2.5 | -16 | -20 | -1 | -15 | 22 | -0.5 | -14
COc1ccc(S(=O)(=O)CCc2nc3ccccc3s2)cc1 | 2% | -2.7 | -2 | -17 | -2 | 4 | -1 | -0.2 | 1
O=C(c1ccccn1)N(CC1CCCO1)C1(C(=O)NC2CCCCC2)CCCCC1 (centres undefined) | 6% | 0.3 | 12 | 3 | 5 | -9 | -7 | 0.8 | -6
Cc1ccc(-n2c(N)c(C(=O)N3CCOCC3)sc2=S)cc1 | 2% | -1.9 | 7 | 2 | 3 | 9 | -20 | -1.9 | 5
Cc1ccc(S(=O)(=O)N2CCOCC2)cc1C(=O)O | 3% | -0.8 | 5 | -11 | 3 | 1 | 15 | -2.4 | -8
O=C(C1CCCO1)N1CCC(c2nc3ccccc3[nH]2)CC1 (centres undefined) | 9% | -3.5 | 8 | -13 | 4 | -3 | -3 | -0.9 | -21
O=C(CNC(=O)c1cc2ccccc2o1)NCc1cccs1 | 2% | -5.8 | -3 | 4 | -3 | -10 | 25 | -0.7 | -11
O=C(Cc1ccccc1)Nc1ccc(NC(=O)C2CC2)nc1 | 5% | -2.5 | 9 | 8 | 2 | 2 | 1 | 0.5 | 1
O=C1c2ccccc2S(=O)(=O)N1CC(O)COc1ccc(Cl)cc1 (centres undefined) | 1% | -0.4 | / | -3 | 4 | 3 | 23 | -0.6 | 17
CCCCc1c(O)nc(SCCN(C)C)n(-c2ccccc2)c1=O | 1% | 2.9 | / | -1 | 4 | 2 | 1 | -0.5 | -22
CC(C)OC(=O)c1c(NC(=O)c2cccs2)sc2c1CCCC2 | 0%[fluoresces] | -1.0 | -1 | 8 | 1 | 1 | -8 | 0.4 | 3
O=C1CCCC2=C1C(c1ccc3c(c1)OCO3)c1c([nH]n(-c3ccccc3)c1=O)N2 (centres undefined) | 6% | -1.1 | 10 | 6 | -1 | -3 | 9 | 0.3 | 0
COc1ccc(-c2ccc(SCC(=O)N3CCOCC3)nn2)cc1OC | 8% | 2.5 | -5 | 3 | -2 | 10 | 29 | 0.3 | -9
CC(C)(C)OC(=O)N1Cc2ccccc2C[C@H]1C(=O)O | 1% | -5.1 | 11 | 12 | 1 | -4 | 4 | 0.8 | -12
COc1ccc(-n2c(Cc3cccn3C)nnc2SCC(=O)Nc2nc(C)cs2)cc1 | 5% | -1.2 | -9 | -14 | -12 | 2 | 7 | 0.5 | -11
COc1ccc(OC(=O)c2ccncc2)cc1 | 1% | -0.8 | -24 | -3 | -2 | 4 | -14 | -0.8 | -22
NC(=O)c1ccccc1-c1nc(-c2ccccc2)no1 | 7% | -1.4 | 8 | 31 | 3 | -3 | 48 | -0.3 | 3
COc1ccc2c(C(=O)CN(C)C3CCCCC3)c[nH]c2c1 | 2% | -6.5 | 1 | 8 | -3 | -2 | -10 | 0.4 | 7
CC(=O)N1CCc2cc(S(=O)(=O)CCC(=O)Nc3c(C)n(C)n(-c4ccccc4)c3=O)ccc21 | 9% | -4.5 | 0 | -3 | 5 | 1 | 17 | -0.1 | -16
COc1cccc(CNc2ccc(N3CCCCC3)cc2)c1OC | 7% | 0.5 | -3 | -21 | -3 | 1 | -4 | 0.1 | 8
CCC1CCCCN1C(=O)Cn1c(C(=O)OC)cc2sc(Cl)cc21 (centres undefined) | 2% | -2.0 | 22 | -16 | 3 | -11 | -20 | -0.7 | 8
COc1ccc(CCNC(=O)CC(NS(=O)(=O)c2ccc(NC(C)=O)cc2)C(C)C)cc1OC (centres undefined) | 4% | -3.0 | -10 | -16 | -2 | -7 | 4 | -0.1 | -12
CCOc1ccccc1Nc1ncnc2ccccc12 | 3% | -1.3 | -3 | 14 | 4 | -1 | -5 | 0.1 | -4
